# Screening results as filed in PubChem BioAssay.
# HCMV antiviral = blocks human cytomegalovirus replication. 410,000 compounds, 4.5% hits. activity change, negative = inhibition, % at 57.5 µM. AID 1259415. HFF cells, HCMV-luciferase reporter, 72 h; hits give low values; in the data active = activity change below about -60%; inconclusive = no clear call, values can overlap the other calls; inactive = above about -39%
#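 Compounds were evaluated in HFFs infected with an HCMV luciferase reporter virus (MOI 1 PFU/cell). Luciferase in lysates collected 72 h post infection served as the replication measure.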
# AmpC detergent = inhibitors of E. coli AmpC beta-lactamase with detergent. P00811. AmpC hydrolysis of nitrocefin, absorbance 480 nm, 0.01% Triton. Potency, µM (top dose mostly 114 µM), inactives show top-dose activity change, negative = inhibition, usual class: inhibitors. 370,000 compounds, 0.041% hits. AID 485294;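 note: potency is the fitted concentration of half-maximal effect; 0% = no-compound wells and -100% = no-enzyme wells; nearly all actives have a fitted effect of over 25% in size; some results filed as inactive show a strong effect at the top dose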
# Target sequence (P00811 whole entry, looked up): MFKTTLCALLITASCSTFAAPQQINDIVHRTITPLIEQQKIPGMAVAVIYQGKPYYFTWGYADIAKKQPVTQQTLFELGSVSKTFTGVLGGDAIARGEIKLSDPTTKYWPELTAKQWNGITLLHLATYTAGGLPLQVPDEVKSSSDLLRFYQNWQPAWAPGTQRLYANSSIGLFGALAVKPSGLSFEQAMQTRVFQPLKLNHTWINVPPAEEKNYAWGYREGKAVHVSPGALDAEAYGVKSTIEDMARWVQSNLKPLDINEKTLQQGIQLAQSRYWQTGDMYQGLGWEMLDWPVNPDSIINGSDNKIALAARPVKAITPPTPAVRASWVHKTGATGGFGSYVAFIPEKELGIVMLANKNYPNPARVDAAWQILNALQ
#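 AmpC (5.3 nM in the dispensed reagent) in 20 mM phosphate pH 7.0 with 0.01% (detergent screen) or 0.0001% Triton X-100 was preincubated with compounds for 15 min at room temperature. Nitrocefin was then added from an 800 uM solution, and hydrolysis was followed at 480 nm.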
# FBPA Giardia inh = inhibitors of Giardia lamblia fructose-1,6-bisphosphate aldolase. AID 2451. 290,000 compounds, 0.71% hits. Potency, µM (highest dose often 59.6 µM), for the others: at the highest dose activity, negative = inhibition, actives largely listed as inhibitors. purified Giardia FBPA. A8B2U2; note: potency is the fitted concentration of half-maximal effect; nearly all actives have a fitted effect of over 55% in size
# Target sequence (A8B2U2 whole entry, looked up): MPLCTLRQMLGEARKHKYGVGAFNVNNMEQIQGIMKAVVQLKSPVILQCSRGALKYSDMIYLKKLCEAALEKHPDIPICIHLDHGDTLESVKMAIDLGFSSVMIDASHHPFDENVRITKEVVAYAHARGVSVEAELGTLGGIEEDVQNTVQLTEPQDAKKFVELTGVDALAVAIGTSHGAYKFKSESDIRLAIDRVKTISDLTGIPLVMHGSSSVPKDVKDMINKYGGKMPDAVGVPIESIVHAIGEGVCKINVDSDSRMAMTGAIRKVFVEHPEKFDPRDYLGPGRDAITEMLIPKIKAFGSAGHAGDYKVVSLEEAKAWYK
#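 40 nM FBPA preincubated 10 min at RT with compound (up to 57.5 uM final), then substrate plus GAPDH/TPI/NAD/arsenate coupling and diaphorase/resazurin added. Fluorescence read after 20 min at RT, 525/598 nm.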
# HCV inhibitor = blocks hepatitis C virus. Huh7.5.1 HCVcc-Cre infection, luciferase reporter, 44 h. Potency, µM (highest dose often 41.8 µM), inactives show top-dose activity change, negative = inhibition, actives largely listed as inhibitors. 340,000 compounds, 3.4% hits. AID 651820; note: potency is the fitted concentration of half-maximal effect
#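 Infectious HCV cell culture screen: compound-treated cells (1,000/well, pre-plated 4 h) are infected with HCVcc-Cre at roughly 0.5 moi and grown 44 h. Infection is quantified by luciferase signal after 15 min substrate incubation at room temperature.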
# AMA1-RON2 inh = AMA1-RON2 (P. falciparum) interaction inhibition; AlphaScreen AMA1-biotinylated RON2 peptide binding; Potency, µM (doses to about 58.2 µM), without a hit: at the top dose activity change, negative = inhibition, actives largely listed as inhibitors; 360,000 compounds, 0.2% hits; AID 720542;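 note: potency is the fitted concentration of half-maximal effect; 0% = vehicle wells and -100% = peptide control; nearly all actives have a fitted effect of over 45% in size; some results filed as inactive show a strong effect at the top dose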
#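 AMA1 (3D7) with his tag at 25 nM final met compounds first, then biotinylated RON2 peptide at 25 nM; detection used donor plus acceptor beads, 10 µg/mL apiece, read by AlphaScreen after 30 min at room temperature.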
# Sm TGR block = inhibitors of Schistosoma mansoni thioredoxin glutathione reductase | Q962Y6 | purified TGR, DTNB reduction, TNB absorbance 405 nm | Potency, µM (top dose mostly 114 µM), without a hit: at the top dose activity change, negative = inhibition, usual class: inhibitors | 360,000 compounds, 3% hits; note: potency is the fitted concentration of half-maximal effect; nearly all actives have a fitted effect of over 60% in size
#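 TGR 20 nM + NADPH 100 uM (dispensed conc.), cpd preinc 15 min RT; start with NADPH (500 uM addition) then DTNB (15 mM addition). Kinetic TNB absorbance, 405 nm filter. Four-parameter Hill fit across titration.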
# Numbers without * were called inactive; ? = inconclusive; . = no result given; [ ] = remark or other dose. Unless noted, calls come from the whole dose curve; as a rule, active = well fitted curve in the direction sought with a large enough effect; inconclusive = small, poorly fitted or top-dose-only effect, or another doubt; inactive = no such curve, though single readings can be large; an effect the other way counts as inactive or inconclusive. Unless noted, % is set by controls: 0 for no effect and ±100 for the full control effect. The order is random. Share with any hit: about 9.3%.
SMILES,HCMV antiviral,AmpC detergent,FBPA Giardia inh,HCV inhibitor,AMA1-RON2 inh,Sm TGR block
O=C(N/N=C/c1ccc[nH]1)c1cccc(Br)c1,?,-7%,?,4.5µM*,70%[activator],-7%
Cc1noc(C)c1C(=O)OCC(=O)c1c(N)n(CC(C)C)c(=O)n(C)c1=O,40,-19%,1%,?,-3%,1%[11.4 µM]
COc1ccc(NC2CCCN(C(=O)c3ccc(OC)o3)C2)cc1 (configuration not stated),-32,2%,.,3%,-12%,0%
CCc1c(C(C)=O)oc2ccc3c(C)cc(=O)oc3c12,?,-10%,3%,?,0%,-3%
Cc1cc(C)cc(-n2ccnc(NCCc3ccccc3)c2=O)c1,22,-1%,.,.,.,8%
CSc1ncccc1C(=O)Nc1cccc(S(=O)(=O)N(C)c2ccccc2)c1,-15,2%,.,?,0%,2%
CC1CN(C(=O)COC(=O)c2cc(Cl)ccc2[N+](=O)[O-])CC(C)O1 (configuration not stated),10,-2%,-4%,-6%,-4%,2%
CCOC(=O)CN(C(=O)COc1nc(-c2ccccc2)cc(C)c1C#N)c1cccc(OC)c1,-28,-4%,2%,?,-8%,2%
CCOc1ccc(NC(=O)CN(C)C(=O)CN2C(=O)C3CC=CCC3C2=O)cc1OCC (configuration not stated),-11,-9%,.,13%,-5%,0%
O=C(c1ccc(F)cc1)n1c(=S)nc2ccccn21,132,-12%,0%,9%,0%,-4%
COc1ccc(N(Cc2ccccc2)S(=O)(=O)c2cccc(C(=O)Nc3ncccc3C)c2)cc1,6,0%,.,?,59%[activator],9%
COc1ccc(CCNC(=O)C(=O)NCC2OCCN2S(=O)(=O)c2ccc(Cl)cc2)cc1OC (configuration not stated),-33,-7%,1%,8.9µM*,-17%,5%
C/C(=N/NC(=O)CNC(=O)c1ccncc1)c1ccc(Cl)cc1,71,3%,-1%,9%,-3%,9%
CS(=O)(=O)N1CCN(c2ccccc2NC(=O)CSc2nnc(-c3ccco3)o2)CC1,2,-10%,-2%,4%,-1%[2.32 µM],-10%
O=C(Oc1c(Cl)cc(Cl)c2cccnc12)N1CCCCC1,2,-2%,6%,-25%,-14%,5%
C=CCNc1nc(N2CCOCC2)c(C#N)c2c1CN(C)CC2,61,?,-27%,-17%,36%[activator],-2%
COc1ccc(C(OC(=O)c2ccco2)C(=O)NC2CCCC2)cc1 (configuration not stated),-8,-4%,8%,-1%,-1%,-5%
Cn1c(=O)n(Cc2ccccc2)c(=O)c2c1nc1n2CCN1c1ccccc1,?,-4%,.,.,.,-6%
CC(=O)c1ccc(C(=O)N2CCc3c([nH]c4ccccc34)C2c2cccc(C)n2)s1 (configuration not stated),38,2%,-3%,-12%,?,-6%
N#Cc1ccccc1OCCn1cncn1,5,-6%,10%,1%,-3%,-15%
CCOC(=O)CCNC(=O)N1CCCC(CNS(=O)(=O)c2cccs2)C1 (configuration not stated),-12,2%,-1%,4%,4%,9%
O=C(NCCc1ccncc1)c1ccccc1F,25,?,1%,-19%,4%,0%
Cc1ccc(CSCC(=O)Nc2ccccc2)cc1,.,-2%,1%,4%,1%,-6%
CCOc1ccc(N(C(C)C(=O)NC(C)CC)S(C)(=O)=O)cc1 (configuration not stated),44,4%,5%,19%,-3%,-20%
O=C(NCc1cccnc1)NC(=O)c1ccc(Cl)cc1,-18,-4%,4%,-19%,-10%,-8%
COc1cc(OC)c(OC)cc1/C=C/c1nc2cc3ccccc3cc2c(=O)n1-c1ccc(F)c(Cl)c1,11,4%,.,.,.,2%
CNC[C@@H]1Oc2c(NC(=O)Nc3ccc(F)cc3)cccc2C(=O)N([C@H](C)CO)C[C@@H]1C,-16,.,.,-4%,8%,.
O=C(Oc1c(Cl)cc(Cl)c2cccnc12)c1cccc([N+](=O)[O-])c1,.,4%,14%,?,6%[2.32 µM],?
CCN(CC)C(=O)c1[nH]cnc1C(=O)N[C@@H](CC(C)C)C(=O)OCc1ccccc1,15,2%,-20%,12%,78%[activator],0%
COc1cccc2sc3cc(C#Cc4ccccn4)ccc3c(=O)c12,16,.,.,-21%,?,.
Cn1c(SCc2ccc(F)cc2)nc2c([nH]c3ccccc32)c1=O,-8,2%,.,.,.,2%
O=C([C@H](Cc1ccccc1)NS(=O)(=O)c1ccc(Cl)cc1)N1CC[C@@]2(O)CCCC[C@H]2C1,-37,-4%,0%,-5%,0%,4%
CCCSc1nnc2n(-c3ccc(OC)cc3)c(=O)c3c4c(sc3n12)COC(C(C)C)C4 (configuration not stated),-15,9%,.,.,.,7%
Cc1cc(C)n(Cc2nc3ccccc3n2C)n1,36,-5%,0%,15%,14%,-18%
O=C(Nc1nc(=O)c2ccccc2s1)c1ccc(Cl)cc1,-22,1%,?,3%,-14%,-2%
COc1ccc(CC(=O)Nc2cc(C)ccn2)cc1,-24,1%,7%,16%,-7%,5%

# Only AMA1-RON2 inh, Sm TGR block and FBPA Giardia inh, for two of the compounds above:
Compound	AMA1-RON2 inh	Sm TGR block	FBPA Giardia inh
Cc1ccc(CSCC(=O)Nc2ccccc2)cc1	1%	-6%	1%
CCOc1ccc(N(C(C)C(=O)NC(C)CC)S(C)(=O)=O)cc1 (configuration not stated)	-3%	-20%	5%

# Entries of single compounds as entered above. Screens in order: HCMV antiviral	AmpC detergent	FBPA Giardia inh	HCV inhibitor	AMA1-RON2 inh	Sm TGR block
# Entry for O=C(NCc1cccnc1)NC(=O)c1ccc(Cl)cc1 = -18	-4%	4%	-19%	-10%	-8%
# Entry for Cc1cc(C)n(Cc2nc3ccccc3n2C)n1 = 36	-5%	0%	15%	14%	-18%

# Back to the main list, starting 4 compounds before the break.
SMILES,HCMV antiviral,AmpC detergent,FBPA Giardia inh,HCV inhibitor,AMA1-RON2 inh,Sm TGR block
CCCSc1nnc2n(-c3ccc(OC)cc3)c(=O)c3c4c(sc3n12)COC(C(C)C)C4 (configuration not stated),-15,9%,.,.,.,7%
Cc1cc(C)n(Cc2nc3ccccc3n2C)n1,36,-5%,0%,15%,14%,-18%
O=C(Nc1nc(=O)c2ccccc2s1)c1ccc(Cl)cc1,-22,1%,?,3%,-14%,-2%
COc1ccc(CC(=O)Nc2cc(C)ccn2)cc1,-24,1%,7%,16%,-7%,5%
O=C(NO)C1CC2C=CC1C2 (configuration not stated),28,2%,-4%,4%,5%,-10%
Cc1cc(=O)n2c(ccc3ccccc32)c1C#N,32,?,1%,7%,10%,4%
CCC(=O)N(C(=O)CC)N1CCN(c2ccncc2S(=O)(=O)N2CCCCC2)CC1,22,1%,.,20%,-7%,2%
Cc1nnc(SCc2nc3ccccc3[nH]2)s1,90,-6%,-12%,22%,7%,-17%
CCOC(=O)c1cc(CC)sc1NC(=O)c1ccc(N2CCOCC2)c([N+](=O)[O-])c1,57,?,9%,?,-3%,1%
CC(C)n1c(/N=C/c2ccccc2O)nc2ccccc21,29,?,-7%,11%,-14%,1%
CCOc1ccc(NS(=O)(=O)c2ccc(C(=O)N3CCN(C(C)=O)CC3)cc2)cc1,.,-2%,.,-4%,0%,0%
O=C1NCC(O)=C1C=NCCCO,82,1%,6%,19%,5%,-1%
COc1ccc(/C=C2\C(=O)NC(=O)N(CCC3=CCCCC3)C2=O)c(OC)c1,?,-7%,-4%,-13%,0%,?
c1csc(CNCCN2CCOCC2)c1,24,-1%,-19%,15%,5%,-1%
COc1cc(C(=O)NCC(=O)N/N=C/c2c(C)[nH]c3ccccc23)cc(OC)c1OC,35,0%,-22%,-16%,-4%,10%
CCC(C)[C@H](N)c1nnc(SCc2ccc(Cl)c(Cl)c2)o1 (some centres not stated),-11,2%,.,.,.,2%

# Looked up above.
# In FBPA Giardia inh, `CCOC(=O)c1cc(CC)sc1NC(=O)c1ccc(N2CCOCC2)c([N+](=O)[O-])c1` is entered as 9%
# In Sm TGR block, `CC(C)n1c(/N=C/c2ccccc2O)nc2ccccc21` is entered as 1%
# In AMA1-RON2 inh, `c1csc(CNCCN2CCOCC2)c1` is entered as 5%

# Next compounds:
SMILES,HCMV antiviral,AmpC detergent,FBPA Giardia inh,HCV inhibitor,AMA1-RON2 inh,Sm TGR block
O=C(NCc1cccs1)C1CCN(S(=O)(=O)c2cccc3nsnc23)CC1,62,-6%,1%,7%,10%,1%
CC(C)N(Cc1ccccc1)C(=O)COC(=O)c1cnccn1,1,-4%,-1%,13%,-1%,-3%
COC(=O)CNc1cc(S(=O)(=O)N2CCCCC2)ccc1Oc1ccc(C(=O)OC)cc1,73,-8%,5%,-15%,-14%,0%
COc1ccccc1C(CC(=O)c1ccccc1)CC(=O)c1ccccc1,-77*,3%,-5%,?,12%,-5%
O=c1[nH]c(Cc2ccccn2)nc2scc(-c3ccccc3Cl)c12,-83*,3%,-7%,?,39%[activator],.
On1c(-c2ccc(Cl)cc2)nc2ccccc21,-3,?,?,-4%,3%,-7%
Cc1cc(C)cc(NS(=O)(=O)c2ccc(NC(=O)C3CCCCC3C(=O)O)cc2)c1 (configuration not stated),-28,?,23%,0%,-17%,-1%
COc1ccccc1NC(=O)N1CCCC(C(=O)Nc2cccc(C)c2C)C1 (configuration not stated),10,?,-1%,-4%,0%,0%
O=C(CSc1nc2ccccc2c(=O)[nH]1)Nc1ccc(S(=O)(=O)N2CCCC2)cc1,-19,-12%,-7%,?,-13%,-23%
CCc1ccccc1Nc1nn2c(=O)c3ccc(C(=O)NC4CCC(C)CC4)cc3nc2s1 (configuration not stated),14,22%,.,.,.,2%
CC(C)c1cc(C(=O)N/N=C/c2c[nH]c3ccccc23)n[nH]1,21,3%,4%,-10%,21%,-3%
